DNMT1 inh: human DNMT1 methyltransferase inhibitors, primary screen, biochemical, molecular beacon, fluorescence, HinP1I cleavage, uHTS; inhibition (reported as % activation of signal), % at 10 µM; actives 0.83% (n = 360,000); AID 588458, 2011; in the data active = inhibition above about 50%
Rpn11 inh: Rpn11 (PSMD14) deubiquitinase inhibitors, primary screen, biochemical, fluorescence polarization, uHTS; human 26S proteasome, Ub4-pepOG fluorescence polarization; 20S core pre-blocked with epoxomicin; actives 0.59% (n = 360,000); calls only at 20 µM;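 active = inhibition at 20 µM, scaled to each plate's controls, above about 33%, limit read from the data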
LMPTP block: LMPTP phosphatase inhibitors, primary screen, biochemical, fluorescence intensity, uHTS | Low molecular weight phosphotyrosine protein phosphatase (Homo sapiens), P24666 | recombinant LMPTP-A, OMFP fluorogenic substrate | inhibition, % at 20 µM | actives 0.22% (n = 360,000) | AID 651560, 2012;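 active = compounds that cut the enzyme signal by at least half of the control window in the single-dose screen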;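 also: plate controls were DMSO wells with enzyme plus substrate for no effect and substrate without enzyme for full effect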
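Assay system: LMPTP-A phosphatase enzyme | Input: 0.625 nM enzyme | Also added: Fluorogenic phosphatase substrate OMFP at 400 µM final | Compound dosing: One test concentration per compound, 20 µM, with 3% DMSO overall | Schedule: 50 min enzyme reaction at room temperature, protected from light | Signal: Fluorescence intensity | Benchmarks: no-enzyme and uninhibited controls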
CSN deneddyl inh: inhibitors of CSN-mediated cullin deneddylation, primary screen, biochemical, fluorescence polarization, uHTS; COP9 signalosome complex subunit 5 (Homo sapiens), Q92905; Purified CSN, SCF-Nedd8-OG deneddylation; inhibition, % at 12.5 µM; AID 651999, 2013; actives 0.38% (n = 360,000);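 active = pattern-corrected inhibition above about 35%, with an unprinted fluorescence ratio check between 0.5 and 1.5, limit read from the data, passing the limit was not always enough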;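 also: 0% = enzyme with substrate and 100% = substrate without enzyme; some results filed as inactive read as strong as hits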
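Detection – fluorescence polarization · System – HEK293T-derived human Csn5 enzyme · Controls – substrate-only high control, full reaction low control · Timing – 90 min, room temperature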
SUMO1 PPI mod: modulators of SUMO1 protein-protein interactions, primary screen, biochemical, uHTS. Small ubiquitin-related modifier 1 (Homo sapiens), P63165. SUMO1 binding to a labelled peptide, TR-FRET, 1 h. inhibition, % at 20 µM. actives 0.33% (n = 360,000). AID 602429, 2012; in the data active = inhibition above about 37%
Scp1 inh: Scp-1 phosphatase inhibitors, primary screen, biochemical, colorimetric, uHTS. Carboxy-terminal domain RNA polymerase II polypeptide A small phosphatase 1 (Homo …. Recombinant Scp1, phosphopeptide, malachite green phosphate absorbance. inhibition, % at 20 µM. actives 0.88% (n = 340,000). AID 493091, 2011;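 active = inhibition above about 50% at 20 µM, limit read from the data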;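 also: plate controls were DMSO wells with enzyme for no effect and wells lacking enzyme for full effect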
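Test system – truncated SCP-1 phosphatase (76-261aa) · Reagent – Phosphorylated 17-residue peptide substrate · Incubation – 45 min room-temperature reaction, 5 min colour, 30 min stabiliser · Detection – colorimetric phosphate reagent with accelerator and stabiliser, absorbance at 630 nm · Measure – % inhibition at 20 µM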
Rin1-Abl PPI inh: inhibitors of Rin1-Abl protein binding, primary screen, biochemical, TR-FRET. actives 0.4% (n = 360,000). inhibition, % at 7.35 µM; in the data active = inhibition above about 5%, passing the limit was not always enough
Target sequence (P00519 whole entry, looked up): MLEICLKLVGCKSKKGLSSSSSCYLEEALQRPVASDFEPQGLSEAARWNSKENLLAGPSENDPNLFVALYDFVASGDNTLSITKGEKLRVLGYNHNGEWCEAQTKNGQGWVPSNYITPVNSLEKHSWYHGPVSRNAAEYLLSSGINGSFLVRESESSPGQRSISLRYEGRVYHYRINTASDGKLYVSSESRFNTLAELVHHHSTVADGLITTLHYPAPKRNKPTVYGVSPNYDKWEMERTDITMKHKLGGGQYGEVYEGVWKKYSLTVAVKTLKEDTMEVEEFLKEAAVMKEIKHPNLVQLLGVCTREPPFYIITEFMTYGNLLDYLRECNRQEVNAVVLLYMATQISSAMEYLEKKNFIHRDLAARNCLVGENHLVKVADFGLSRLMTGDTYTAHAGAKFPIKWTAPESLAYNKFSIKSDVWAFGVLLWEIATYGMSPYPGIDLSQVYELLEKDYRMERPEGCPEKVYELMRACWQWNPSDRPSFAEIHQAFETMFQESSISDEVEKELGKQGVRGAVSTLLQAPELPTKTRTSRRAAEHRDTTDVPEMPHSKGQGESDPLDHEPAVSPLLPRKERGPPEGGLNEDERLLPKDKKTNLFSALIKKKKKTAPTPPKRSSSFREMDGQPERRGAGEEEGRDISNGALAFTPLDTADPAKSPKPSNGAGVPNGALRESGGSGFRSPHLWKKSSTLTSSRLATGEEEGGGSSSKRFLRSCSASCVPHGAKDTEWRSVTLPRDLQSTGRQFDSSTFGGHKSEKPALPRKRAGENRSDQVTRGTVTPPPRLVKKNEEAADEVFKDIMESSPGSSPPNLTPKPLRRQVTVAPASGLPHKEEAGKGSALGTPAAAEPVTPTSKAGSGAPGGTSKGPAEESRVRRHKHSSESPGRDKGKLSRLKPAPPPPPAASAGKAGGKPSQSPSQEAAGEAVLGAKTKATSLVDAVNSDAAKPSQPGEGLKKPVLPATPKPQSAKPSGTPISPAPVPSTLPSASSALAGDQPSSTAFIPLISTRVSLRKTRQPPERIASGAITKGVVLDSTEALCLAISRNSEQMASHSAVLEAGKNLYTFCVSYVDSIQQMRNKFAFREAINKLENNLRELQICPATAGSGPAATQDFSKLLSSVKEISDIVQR
Target sequence (Q13671 whole entry, looked up): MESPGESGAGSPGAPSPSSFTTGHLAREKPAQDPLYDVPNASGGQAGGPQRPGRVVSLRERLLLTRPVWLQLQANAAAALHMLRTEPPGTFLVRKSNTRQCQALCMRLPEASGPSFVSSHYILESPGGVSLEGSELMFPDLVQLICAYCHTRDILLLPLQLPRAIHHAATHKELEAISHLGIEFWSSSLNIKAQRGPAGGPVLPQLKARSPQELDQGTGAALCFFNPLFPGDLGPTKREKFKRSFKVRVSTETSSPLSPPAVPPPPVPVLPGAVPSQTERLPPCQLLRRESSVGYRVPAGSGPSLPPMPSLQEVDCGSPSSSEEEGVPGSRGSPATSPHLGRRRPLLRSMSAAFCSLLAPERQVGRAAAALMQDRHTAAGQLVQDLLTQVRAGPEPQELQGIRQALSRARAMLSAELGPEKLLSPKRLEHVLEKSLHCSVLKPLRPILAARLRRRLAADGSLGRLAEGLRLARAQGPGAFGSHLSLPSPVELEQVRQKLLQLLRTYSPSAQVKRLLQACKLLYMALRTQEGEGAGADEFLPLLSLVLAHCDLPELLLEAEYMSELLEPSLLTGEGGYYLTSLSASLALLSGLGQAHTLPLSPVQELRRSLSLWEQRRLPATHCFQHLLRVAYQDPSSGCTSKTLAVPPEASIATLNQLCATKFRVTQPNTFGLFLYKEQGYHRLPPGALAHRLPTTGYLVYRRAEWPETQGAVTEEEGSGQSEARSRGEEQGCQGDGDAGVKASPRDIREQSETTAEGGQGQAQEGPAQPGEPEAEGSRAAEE
NadD block: inhibitors of S. aureus NadD, primary screen, biochemical, colorimetric, uHTS | Nicotinate-nucleotide adenylyltransferase NadD (Staphylococcus aureus N315) | purified NadD enzyme, colorimetric absorbance read-out | inhibition, % at 20 µM | actives 0.78% (n = 360,000) | AID 602399, 2012; in the data active = inhibition above about 26%; also: some compounds past the cut are filed as inactive
STEP block: STEP phosphatase inhibitors, primary screen, biochemical, fluorescence intensity, uHTS; Tyrosine-protein phosphatase non-receptor type 5 (Homo sapiens), P54829; recombinant STEP, OMFP fluorogenic substrate; inhibition, % at 20 µM; actives 0.25% (n = 360,000); AID 588621, 2011;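 active = inhibition at 20 µM, scaled per plate between control wells, above about 37%, limit read from the data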;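 also: 0% = DMSO with enzyme and substrate and 100% = substrate only without enzyme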
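Material: STEP (striatal-enriched tyrosine phosphatase) enzyme, cell-free | Medium: 50 mM Bis-Tris pH 6.0 with 2.5 mM DTT and 0.005% Tween 20 | Read-out: Percent inhibition scaled to no-enzyme and uninhibited-enzyme controls, plate-pattern corrected | Signal: Fluorescence read at 480 nm ex / 540 nm em | Times: 20 min reaction, room temperature, in the dark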
Neddyl block: inhibitors of cullin neddylation, primary screen, biochemical, TR-FRET, uHTS, NAE and Ubc12; actives 0.58% (n = 360,000); calls only at 25 µM; AID 651699, 2012; in the data active = inhibition above about 36%
The depositor's hits bear a star; i = inactive; x = not tested or not shown.

SMILES	DNMT1 inh	Rpn11 inh	LMPTP block	CSN deneddyl inh	SUMO1 PPI mod	Scp1 inh	Rin1-Abl PPI inh	NadD block	STEP block	Neddyl block
COc1ccc(Cl)cc1NC(=O)CSc1nc(-c2ccccc2)cc(=O)[nH]1	-4	i	-1.3	-3	11	-2	3	9	-2	i
O=C(CN1C(=O)NC2(CCc3ccccc32)C1=O)c1ccccc1 (stereo not given)	3	i	-0.8	-1	4	2	5	-5	-4	i
O=C(Cn1nnc2ccccc2c1=O)Nc1cccc(S(=O)(=O)N2CCOCC2)c1	-1	i	-0.8	0	-3	-8	1	0	0	i
COCc1c(C(=O)NCC2COc3ccccc3O2)oc2ccccc12 (stereo not given)	3	i	0.9	-3	4	-13	0	-3	-1	i
CC(C)c1cc(C(=O)Nc2cccc(C(F)(F)F)c2)no1	0	i	0.8	2	0	-2	-2	-3	3	i
CCCCn1nnnc1C(C1CC1)N1CCN(C/C=C/c2ccccc2)CC1 (stereo not given)	-5	i	-0.3	-2	4	x	-3	-1	0	i
CC1CCCN(Cc2c(O)ccc3c2O/C(=C\c2ccco2)C3=O)C1 (stereo not given)	61*	i	14	33	2	6	1	14	-6	i
CCC/C=C/c1ccc(CN2C(CC(C)C)C(=O)N(Cc3cn(Cc4ccco4)nn3)CCS2(=O)=O)cc1 (stereo not given)	-14	i	3.9	11	8	x	1	5	-1	i
CCOC(=O)c1cnc(SCC(=O)c2ccccc2)nc1N	-1	i	0.1	-1	-1	-5	0	-6	5	i
O=C(O)CN1C(=O)C2(OCCCO2)c2ccccc21	2	i	-1.2	5	-1	-1	-2	-6	-2	i
CN(CC(=O)Nc1ccncc1)S(=O)(=O)c1ccc(Cl)cc1	5	i	-1.4	7	-1	-6	-1	-4	-8	i
CC(/C=C1\SC(=S)N(CC(=O)N2CCN(c3ccccc3)CC2)C1=O)=C\c1ccccc1	14	i	0.5	1	-1	15	1	18	-2	i
CCOc1ccc(C(=O)OC(C)C(=O)N2CCN(Cc3ccccc3)CC2)cc1 (stereo not given)	-1	i	-0.3	-2	3	0	4	-1	-3	i
O=C(Nc1ccc2ccccc2n1)c1ccccc1Cl	-2	i	-0.3	3	3	2	1	-2	-3	i
CCN(CC)C(=O)c1csc([C@H]2C[C@H](O)[C@@H](CO)O2)n1	1	i	-1.1	-1	-1	x	-1	-6	0	i
O=C(NCc1ccc(Cl)cc1)C(=O)c1c[nH]c2ccccc12	-6	i	1.8	1	1	-8	2	-3	1	i
CCOC(=O)N=S(=O)(Oc1ccc([N+](=O)[O-])cc1)c1ccccc1 (stereo not given)	10	i	-1.2	-3	-22	-6	0	-4	-1	i
COc1cc(COCC(O)CN2CCCCC2C)cc(OC)c1OC (stereo not given)	3	i	-1.9	1	-2	-13	2	-2	-1	i
COC(=O)c1ccc(C(=O)OC)c(NC(=S)N2CCN(c3ccccc3F)CC2)c1	0	i	1.8	-5	1	-4	-3	-8	2	i
O=C(CN1C(=O)COc2ccccc21)NCC1CCCO1 (stereo not given)	0	i	-1.6	0	0	-1	4	9	-1	i
CC1CCCCN1C(=O)C(=O)c1cn(CC(=O)N2CCCCCC2)c2ccccc12 (stereo not given)	0	i	0.7	3	0	-8	-2	0	2	i
N#Cc1ccccc1Sc1ccccc1C(=O)N1CCOCC1	2	i	-1.2	0	-2	-3	0	1	0	i
COc1cc(NS(=O)(=O)c2ccc3[nH]c(=O)oc3c2)cc(OC)c1	5	i	4.9	-14	1	-4	4	1	1	i
CN(c1ccccc1)S(=O)(=O)c1cccc(NC(=O)CSc2nnc(C3CC3)n2C)c1	6	i	-0.4	-12	-7	-1	4	-5	-2	i
CN(C)N=C1c2cc(S(=O)(=O)N(C)C)ccc2-c2ccc(S(=O)(=O)N(C)C)cc21	-5	i	0.6	6	-24	-6	-9	0	2	i
Cc1ccc(SC(C)C(=O)Nc2cccc(N(C)S(C)(=O)=O)c2)cc1 (stereo not given)	10	i	-0.8	-5	-2	-3	-1	-5	-1	i
CCc1ccc(OCCCC(=O)Nc2nnc(C3CCCO3)s2)cc1 (stereo not given)	-4	i	0.0	-6	1	-4	0	-2	2	i
CCCCN(Cc1cccs1)S(=O)(=O)c1csc(C(N)=O)c1	1	i	-1.0	-7	3	-9	1	-5	0	i
CCOc1cccc(/C(O)=C2/C(=O)C(=O)N(Cc3ccco3)C2c2ccncc2)c1 (stereo not given)	1	i	-0.8	-4	-5	6	-6	-1	1	i
COc1cc2c(Cc3ccccc3)cncc2cc1O	-4	i	9.3	1	-2	5	1	1	-2	x
COC(=O)c1cc(C)nc(Sc2ccccc2NC(C)=O)n1	3	i	-0.1	-2	-1	-11	-3	-4	1	i
CN1C(=O)c2cccc3c(S(=O)(=O)Nc4ccccn4)ccc1c23	1	i	-1.5	1	-14	-11	-4	-5	-3	i
Nc1ccc(CCc2nc3ccccc3o2)cc1	-19	i	-0.1	7	-2	-8	1	-6	3	i
Cn1nnnc1NN=Cc1ccccc1	5	i	-2.9	1	-3	x	-1	1	2	i
CCOc1ccc2[nH]c(=O)c(=O)[nH]c2c1	-19	i	2.6	1	-5	-1	0	4	0	i
COCCCN(C(=O)c1ccccc1F)c1nc(-c2ccc(OC)cc2)cs1	-5	i	3.7	-6	3	-10	2	-5	4	i
O=C1NC2(C=Cc3c(ccc4ccccc34)O2)Oc2ccccc21 (stereo not given)	1	i	-0.4	2	-14	-6	-2	5	-4	x
COc1cccc(/C=C/C(=O)OCC(=O)Nc2cccc(S(=O)(=O)N3CCOCC3)c2)c1OC	-1	i	0.6	-6	-4	-6	1	-2	2	i
CC(C)(C)c1ccc(OCCC(=O)Nc2ccc(N3CCOCC3)cc2N2CCOCC2)cc1	-4	i	1.4	4	1	1	-6	-5	-1	i
CC(=O)c1ccc(Sc2ccccc2)c([N+](=O)[O-])c1	-3	i	1.6	1	-36	-10	-1	-2	1	i
Cc1cc(C)c(S(=O)(=O)N2CCN(c3ccc([N+](=O)[O-])c(NCc4ccco4)c3)CC2)c(C)c1	3	i	1.8	3	-3	-12	1	11	4	i
CCn1cc(CN2CCC(C(=O)Nc3cccc(-c4cccc(OC)c4)c3)CC2)cn1	-1	i	-1.3	1	-3	-7	3	-1	-5	i
CCN1CCCC1CNC(=O)c1ccc2c(c1)NC(=O)/C(=C\c1ccccc1F)S2 (stereo not given)	-1	i	-1.1	7	-60	x	-7	1	4	i
CCNC(=S)N/N=C(\C)c1ccc(N2CCOCC2)cc1	1	i	-1.7	2	-1	-13	-4	1	-1	i
CCOc1ccc(-c2c(=O)n(OCc3ccccn3)c3ccccc3[n+]2[O-])cc1	-2	i	-2.9	4	-26	-4	-3	10	-2	i
O=C(COc1ccc(S(=O)(=O)NCc2ccccc2)cc1Cl)NCC1CCCO1 (stereo not given)	1	i	-0.4	2	0	-2	4	-3	-6	i
COc1c(Cl)cc(Cl)cc1CNCCO	9	i	0.2	2	-4	1	2	1	1	i
CCOC(=O)C1(Cc2cccc(OC)c2)CCN(Cc2cccc(O)c2)CC1	0	i	1.5	0	1	-8	-1	5	0	i

The closing four compounds of the part above lead into the next:
SMILES	DNMT1 inh	Rpn11 inh	LMPTP block	CSN deneddyl inh	SUMO1 PPI mod	Scp1 inh	Rin1-Abl PPI inh	NadD block	STEP block	Neddyl block
CCOc1ccc(-c2c(=O)n(OCc3ccccn3)c3ccccc3[n+]2[O-])cc1	-2	i	-2.9	4	-26	-4	-3	10	-2	i
O=C(COc1ccc(S(=O)(=O)NCc2ccccc2)cc1Cl)NCC1CCCO1 (stereo not given)	1	i	-0.4	2	0	-2	4	-3	-6	i
COc1c(Cl)cc(Cl)cc1CNCCO	9	i	0.2	2	-4	1	2	1	1	i
CCOC(=O)C1(Cc2cccc(OC)c2)CCN(Cc2cccc(O)c2)CC1	0	i	1.5	0	1	-8	-1	5	0	i
CCOc1cc(C(=O)OCC(=O)c2c[nH]c3ccccc23)ccc1OCC(=O)N1CCOCC1	-8	i	0.0	-1	4	-9	-2	1	1	i
COc1cc2c(cc1OC(C)=O)CCCCC2=O	1	i	-2.3	-2	-8	-8	4	-6	2	i
CCCCn1nc(C(=O)N(CC)CC(=O)Nc2c(F)cccc2F)c2ccccc2c1=O	4	i	-0.3	-1	0	-8	3	-3	1	i
CSc1nc(NCCCO)c2c3c(sc2n1)CN(C)CC3	-10	i	1.4	-9	20	-23	0	-4	-1	x
CC1(C(=O)Nc2ccc(Cl)cc2)Cc2c(-c3ccc(C(N)=O)cc3)ccnc2O1 (stereo not given)	0	i	-1.0	-2	4	x	5	5	-1	i
O=C(c1cccnc1)N1CCc2ccccc2C1	-1	i	-0.8	-6	8	6	1	-7	-1	i
Cc1nn(C2CCS(=O)(=O)C2)c(Cl)c1/C=C/C(=O)OCC(=O)Nc1ccc2c(c1)OCO2 (stereo not given)	0	i	0.9	-5	-2	-3	1	3	6	i
O=C(CSc1cccc(C(F)(F)F)c1)Nc1cc(S(=O)(=O)N2CCCC2)ccc1Cl	-2	i	-0.4	-4	2	-11	1	-1	-1	i
O=C(NCCCCNC(=O)c1c(F)c(F)c(F)c(F)c1F)c1c(F)c(F)c(F)c(F)c1F	0	i	-1.4	-3	1	-8	0	-4	0	i
COc1ccc2c(c1)-c1nc(/N=C/c3ccc(O)c(OC)c3)sc1CC2	-16	i	0.3	-4	-3	-1	-2	-17	-2	i
COc1ccc(-c2nn3c(COc4ccccc4)nnc3s2)cc1OC	-3	i	-1.1	0	0	0	-29	2	0	i
Cc1coc2c(C)c3oc(=O)cc(-c4ccccc4)c3cc12	9	i	1.2	2	-5	-4	-2	-4	-1	i

Profiles, quoted from the list.
Listed for `O=C(CSc1cccc(C(F)(F)F)c1)Nc1cc(S(=O)(=O)N2CCCC2)ccc1Cl` → DNMT1 inh = -2; Rpn11 inh = i; LMPTP block = -0.4; CSN deneddyl inh = -4; SUMO1 PPI mod = 2; Scp1 inh = -11; Rin1-Abl PPI inh = 1; NadD block = -1; STEP block = -1; Neddyl block = i
Listed for `O=C(NCCCCNC(=O)c1c(F)c(F)c(F)c(F)c1F)c1c(F)c(F)c(F)c(F)c1F` → DNMT1 inh = 0; Rpn11 inh = i; LMPTP block = -1.4; CSN deneddyl inh = -3; SUMO1 PPI mod = 1; Scp1 inh = -8; Rin1-Abl PPI inh = 0; NadD block = -4; STEP block = 0; Neddyl block = i
